# TNAP inh no acc – TNAP (human) inhibition, acceptor-free conditions. inhibition, % at 20 µM. purified TNAP, CDP-star luminescence, 30 min. actives 0.26% (n = 200,000). AID 1012. P05186;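 active means tissue-nonspecific alkaline phosphatase inhibition above about 50% at 20 µM in the single-dose screen, limit read from the data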;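 further: 0% = DMSO negative control and 100% = EDTA positive control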
# Target sequence (P05186 whole entry, looked up): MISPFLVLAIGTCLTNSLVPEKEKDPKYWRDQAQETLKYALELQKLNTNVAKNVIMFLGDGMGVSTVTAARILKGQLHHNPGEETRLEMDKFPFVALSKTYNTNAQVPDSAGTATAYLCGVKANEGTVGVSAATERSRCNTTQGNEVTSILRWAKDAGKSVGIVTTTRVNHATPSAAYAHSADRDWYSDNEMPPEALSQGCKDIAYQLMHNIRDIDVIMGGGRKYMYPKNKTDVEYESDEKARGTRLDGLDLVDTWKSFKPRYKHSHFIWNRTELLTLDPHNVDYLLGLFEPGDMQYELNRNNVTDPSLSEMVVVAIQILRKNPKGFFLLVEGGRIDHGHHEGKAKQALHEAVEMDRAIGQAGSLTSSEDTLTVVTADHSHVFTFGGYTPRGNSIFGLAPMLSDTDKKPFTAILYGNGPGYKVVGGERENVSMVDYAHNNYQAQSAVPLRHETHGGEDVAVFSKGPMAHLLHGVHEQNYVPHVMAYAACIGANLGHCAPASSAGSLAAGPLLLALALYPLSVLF
# bIAP act – increases bovine intestinal alkaline phosphatase activity | purified bovine IAP, CDP-star luminescence, 30 min; active compounds read high; fold of DMSO-control signal, blank-subtracted | activation factor at 20 µM | actives 0.17% (n = 200,000) | AID 1016;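 active means activation factor of 2 or more at 20 µM, a signal rise over negative controls twice the positive control's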
# PMI act hi M6P – increases human PMI activity with near-saturating mannose 6-phosphate; coupled PMI enzyme assay, resazurin fluorescence, 20 min; active compounds read high; 1 = untreated enzyme, 0 = substrate-free blank; AID 1216; actives 0.34% (n = 190,000); activation factor at 20 µM;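 active means activation factor of 2 or more at 20 µM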
# Target sequence (P34949 whole entry, looked up): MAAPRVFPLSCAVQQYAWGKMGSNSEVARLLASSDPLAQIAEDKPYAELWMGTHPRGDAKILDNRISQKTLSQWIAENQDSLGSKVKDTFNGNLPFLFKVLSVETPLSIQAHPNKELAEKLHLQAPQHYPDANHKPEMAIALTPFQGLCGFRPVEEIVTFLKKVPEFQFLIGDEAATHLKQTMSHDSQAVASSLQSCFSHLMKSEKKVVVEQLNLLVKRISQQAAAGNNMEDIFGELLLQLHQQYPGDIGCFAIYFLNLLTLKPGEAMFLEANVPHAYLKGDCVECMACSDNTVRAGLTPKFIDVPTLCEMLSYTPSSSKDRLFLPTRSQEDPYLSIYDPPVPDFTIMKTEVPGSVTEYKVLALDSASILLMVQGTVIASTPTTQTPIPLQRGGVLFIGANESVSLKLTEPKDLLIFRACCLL
#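 Test system: human PMI in coupled enzyme assay; Input: PMI at 15 ng/mL final; Medium: HEPES buffer, pH 7.4; Schedule: 20 min incubation at room temperature; Technique: resorufin fluorescence at Ex 544/Em 590 nm; Compound: 20 µM single dose; Probe or stimulus: Near-saturating mannose-6-phosphate, 1.0 mM.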
# bIAP inh – blocks bovine intestinal alkaline phosphatase activity. 190,000 tested, under 10 active. inhibition, % at 20 µM. AID 1019. purified bovine IAP, CDP-star luminescence, 30 min;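 active means over 50% inhibition of intestinal alkaline phosphatase at 20 µM in the single-dose screen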
#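 System: Purified bovine intestinal alkaline phosphatase (IAP) enzyme | Input: IAP diluted 1/65,000,000 in the well | Also added: CDP-star chemiluminescent phosphatase substrate, 30 µM final | Dosing: 20 µM single dose | Times: Enzyme reaction for 30 min at room temperature | Detection: Luminescence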
# TNAP act hi DEA – activators of human TNAP at high phosphate acceptor concentration; P05186; purified TNAP, CDP-star luminescence, 1 M DEA, 30 min; active compounds read high; 0 = EDTA background, 1 = DMSO-only activity; activation factor at 20 µM; 200,000 tested, under 10 active; AID 1136;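 active means activation factor at least 2 at 20 µM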
#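 Test system – human TNAP · Doses – 20 µM single point · Incubation – 30 min, room temperature · Signal – luminescent substrate turnover signal · Read-out basis – activation factor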
# PMI activator – increases human mannose-6-phosphate isomerase activity. P34949. purified human PMI, coupled resazurin fluorescence, 20 min; active compounds read high; 1 = vehicle control, 0 substrate-free wells. activation factor at 20 µM. actives 0.005% (n = 190,000). AID 1214;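 active means activation factor of 2 or more at 20 µM, relative to plate controls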
# L major viab – Leishmania major promastigote growth inhibition; Leishmania major promastigotes, resazurin fluorescence viability; inhibition, % at 10 µM; actives 9% (n = 200,000); AID 1063; in the data active means inhibition above about 50%;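 further: promastigotes grown with compound for 44 hours at 28 °C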
# TNAP inh hiacc – TNAP (human) inhibition, high acceptor; P05186; purified TNAP, CDP-star luminescence, 1 M DEA; inhibition, % at 20 µM; actives 0.03% (n = 200,000);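 active means over 50% inhibition of tissue-nonspecific alkaline phosphatase at 20 µM in the single-dose screen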;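 further: plate controls were DMSO wells for no effect and EDTA-quenched wells as full inhibition for full effect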
# Diaphorase act – diaphorase activation or chemical reduction counter-screen | actives 0.005% (n = 190,000) | AID 1229 | Diaphorase/resazurin coupled assay, resorufin fluorescence, 16 min; active compounds read high; 1 = vehicle wells, 0 = NADH-free wells | activation factor at 20 µM;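 active means diaphorase activity raised at least twofold by the compound at 20 µM; inactive means activation factor below 2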
#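 Material: purified diaphorase enzyme from Clostridium kluyveri / Medium: HEPES pH 7.4 buffer with MgCl2 and Tween 20 / Schedule: enzyme reaction of 16 min at room temperature / Measured by: resorufin fluorescence, excitation 544 nm, emission 590 nm / Evaluation: rise in resorufin formation, marking diaphorase activation or chemical reduction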
# Diaphorase inh – inhibits diaphorase or chemically oxidizes, flagging diaphorase assay artifacts | AID 1217 | actives 0.69% (n = 190,000) | diaphorase resazurin-to-resorufin fluorescence, NADH, 16 min; bacterial (C. kluyveri) enzyme, not human | inhibition, % at 20 µM;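 active means primary screen inhibition at 20 µM above a set limit, cut at about 50% in these data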;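 further: plate controls were DMSO with full reaction for no effect and wells lacking NADH for full effect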
#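 Test system: diaphorase enzyme from Clostridium kluyveri; amount: diaphorase at 0.14 U/mL in enzyme working solution; detection: fluorescence of resorufin formed from resazurin, Ex 544/Em 590 nm; times: reaction incubation of 16 min at room temperature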
# * = called active by the depositor; nt = no result given. Hits appear at their usual frequency; overall some 10% were active at least once.
cpd	compound	PMI activator	TNAP inh no acc	Diaphorase inh	PMI act hi M6P	bIAP act
1	O=C(O)/C=C\C(=O)Nc1ccc(Oc2ccccc2)cc1	1	-6	0	1	1
2	CC(=O)C1=C(C)N(Cc2ccco2)C(=O)C1(NC(=O)C1CCCCC1)C(F)(F)F (configuration not stated)	1	-15	2	1	1
3	CCCC(CCC)c1nc2ccncc2[nH]1	1.1	-11	19	1.2	1
4	O=Cc1cn(CC(=O)NCC2CCCO2)c2ccccc12 (configuration not stated)	1.1	-11	7	1.1	1
5	CC1=NN(C(N)=S)C(=O)C1N=Nc1ccccc1C (configuration not stated)	1	-6	9	1	1.1
6	COc1ccc(/C=C2/C(=O)OCc3cc(OC)c(OC)cc32)cc1	0.9	4	23	0.9	1.4
7	O=C(CN1CCN(S(=O)(=O)c2ccc3ccccc3c2)CC1)NC(=O)NC1CCCCC1	0.9	-7	19	0.9	1.1
8	Cc1ccc(/C=N\Nc2nc3ccc(Cl)cc3[nH]2)o1	0.9	3	11	0.9	1
9	CC(C)Cn1c(N)c(C(=O)COC(=O)c2cccc(Cl)c2)c(=O)n(C)c1=O	0.8	1	19	0.8	1.1
10	S=C(NCc1ccccn1)Nc1ccccc1	1	-10	-7	1	1.2

cpd	L major viab	TNAP act hi DEA	bIAP inh	TNAP inh hiacc	Diaphorase act
1	-3	1	-1	-1	1
2	-3	1	5	-2	1
3	6	1.1	-3	-6	0.8
4	-5	1	0	-4	0.9
5	8	0.9	-8	10	0.9
6	4	1	-41	1	0.8
7	14	1	-7	-1	0.8
8	99*	1	2	0	0.9
9	-1	1.1	-14	-6	0.8
10	-5	1.1	-18	-6	1.1

# Continued; it opens with the four that closed the last part.
cpd	compound	PMI activator	TNAP inh no acc	Diaphorase inh	PMI act hi M6P	bIAP act
7	O=C(CN1CCN(S(=O)(=O)c2ccc3ccccc3c2)CC1)NC(=O)NC1CCCCC1	0.9	-7	19	0.9	1.1
8	Cc1ccc(/C=N\Nc2nc3ccc(Cl)cc3[nH]2)o1	0.9	3	11	0.9	1
9	CC(C)Cn1c(N)c(C(=O)COC(=O)c2cccc(Cl)c2)c(=O)n(C)c1=O	0.8	1	19	0.8	1.1
10	S=C(NCc1ccccn1)Nc1ccccc1	1	-10	-7	1	1.2
11	Cc1nnc(SCC(=O)NCc2ccccc2Cl)n(N)c1=O	1	-1	22	0.9	0.9
12	Cc1ccc(NC(=O)COC(=O)CCc2nc3ccccc3c(=O)[nH]2)cc1Cl	1	-10	13	1	1.1
13	C(=N\n1cnnc1)/c1ccc(OCc2ccccc2)cc1	1.1	-3	6	1	0.9
14	Cc1cc(Nc2cc(C)on2)n2ncnc2n1	1	-11	4	0.9	1
15	COc1ccccc1NC(=O)CSc1nnnn1Cc1ccccc1	0.9	-7	11	0.9	1
16	CN(C)/C=C1/Nc2ccccc2C1=O	0.8	7	8	0.8	0.7
17	CCn1c2ccccc2c2cc(/C=N/NC(=O)c3ccc(O)cc3)ccc21	0.8	-12	22	0.9	0.9
18	COCCn1c(C)cc(C(=O)COC(=O)c2ccc(N3CCCC3=O)cc2)c1C	0.9	-9	-1	1	1
19	COc1ccc(CNCC(=O)Nc2cccc(S(N)(=O)=O)c2)cc1	1.1	-1	-12	1.1	1
20	COc1ccc(C/C(=N\O)c2ccc(OC)cc2)cc1	0.9	-8	19	0.9	0.8

cpd	L major viab	TNAP act hi DEA	bIAP inh	TNAP inh hiacc	Diaphorase act
7	14	1	-7	-1	0.8
8	99*	1	2	0	0.9
9	-1	1.1	-14	-6	0.8
10	-5	1.1	-18	-6	1.1
11	-6	1	12	1	0.8
12	-1	1	-5	-4	0.9
13	2	1	6	-1	0.9
14	-7	1	-1	-2	1
15	-4	1	3	-5	0.9
16	-4	0.9	29	9	0.9
17	67*	1	14	4	0.8
18	-5	1.1	2	-6	1
19	-3	1	0	3	1.1
20	7	1.1	18	-6	0.8

# Following part
cpd	compound	PMI activator	TNAP inh no acc	Diaphorase inh	PMI act hi M6P	bIAP act
21	O=C(CNCc1ccc(Cl)cc1)Nc1ccc2c(c1)OCCO2	1	-18	16	1	1
22	CCCC(=O)N1CCCC(c2nc(-c3cccs3)no2)C1 (configuration not stated)	1	-5	5	1	1
23	S=C(NCc1ccccn1)Nc1cccc(Cl)c1	1	-8	11	0.8	1
24	N#CC(=C1CCCC1)c1nc(-c2ccccc2)cs1	1	-5	10	1	1
25	CCC(C)(C)NC(=O)CN(Cc1ccc2c(c1)OCO2)C(=O)CCC(=O)Nc1ccccn1	1.1	-8	-6	1	1
26	O=C(c1cccnc1)N1CCN(Cc2ccccc2Br)CC1	0.9	-9	14	1	0.9
27	CC(C)NC(=O)c1cc(-n2cnnc2)ccc1Cl	1.1	-17	3	1.1	0.9
28	Cc1cc(C(=O)CSc2nc3ccccc3c(=O)n2C)c(C)n1Cc1ccc2c(c1)OCO2	0.9	-14	8	0.8	0.9
29	O=C(Nc1nc2ccccc2s1)C1c2ccccc2Oc2ccccc21	0.8	-18	20	0.9	1
30	CCCCn1c(-c2nonc2N)nc2ccccc21	0.9	-4	26	0.9	0.9

cpd	L major viab	TNAP act hi DEA	bIAP inh	TNAP inh hiacc	Diaphorase act
21	-11	1.1	2	-5	0.8
22	-7	1.1	0	-6	1
23	-3	1	4	-5	0.9
24	-2	1	3	1	0.9
25	-5	1.1	4	-6	1.1
26	-2	1	10	2	0.9
27	-1	1	12	-4	1
28	6	1	10	-2	0.9
29	22	1	3	-2	0.8
30	3	1.1	11	-7	0.7

# Other entries.
cpd	compound	PMI activator	TNAP inh no acc	Diaphorase inh	PMI act hi M6P	bIAP act
31	FC(F)(F)c1nnc(-c2ccccc2)nc1Oc1ccccc1	0.9	-7	10	1	0.9
32	CC12CC3CC(C)(C1)CC(CN)(C3)C2	1	-16	14	1	0.7
33	Cc1cc(C(=O)NC(C)c2ccc3c(c2)OCO3)cs1 (configuration not stated)	0.9	-6	10	0.9	0.7
34	CCC(=O)c1ccc(N2CCN(C(=O)c3ccccc3)CC2)c(F)c1	1	-5	2	0.9	1
35	Cc1ccc(C)c(N(CC(=O)NC2CCCC2)C(=O)c2cc3cc4cccc(C)c4nc3s2)c1	0.8	-1	17	0.8	0.9
36	Cc1ccc(NC(=O)COC(=O)C2=COCCO2)cc1	1	-13	2	1.1	1
37	CN(C)c1ccc(/C=C(/C(=O)c2ccc(Cl)cc2Cl)n2cncn2)cc1	0.9	48	6	1	0.9
38	CCCCCCCc1c(O)nc(SCCN2CCOCC2)[nH]c1=O	0.9	-11	13	0.9	1
39	COc1ccc(CCNc2ncnc3nc[nH]c23)cc1OC	0.9	-60	8	0.8	1.1
40	COc1ccccc1CNS(=O)(=O)c1ccc2[nH]cc(C(=O)O)c(=O)c2c1	1	-14	10	0.9	1

cpd	L major viab	TNAP act hi DEA	bIAP inh	TNAP inh hiacc	Diaphorase act
31	-4	1	7	1	0.9
32	37	1.1	26	-5	0.9
33	-3	1	26	-5	0.9
34	-7	1	0	-2	1
35	10	1	6	0	0.8
36	-5	1	2	-4	1
37	51*	0.5	6	55*	0.9
38	-9	1.1	2	-8	0.9
39	5	1	-10	2	0.9
40	-7	1.1	0	-5	0.9

# Later entries.
cpd	compound	PMI activator	TNAP inh no acc	Diaphorase inh	PMI act hi M6P	bIAP act
41	COCCCNC(=O)CCCCCNS(=O)(=O)c1ccc(Br)cc1	1	-12	9	1.1	1.1
42	O=C(CSc1nc2c(cnn2-c2ccc(F)cc2)c(=O)[nH]1)N1CCOCC1	1.1	-12	10	1.1	1
43	O=C(NCCN1CCNCC1)c1ccccn1	1.1	-4	-9	1.2	0.9
44	O=C(OCCN=C1NS(=O)(=O)c2ccccc21)c1cccnc1	1	-8	-10	1.1	1
45	CCn1c(SCC(=O)Nc2ccc(OCc3ccccc3)cc2)nnc1-c1ccco1	0.8	-10	34	0.8	1
46	O=C(CSc1ccccc1)Nc1cccnc1	1	-2	6	1	0.9
47	O=C1C=C(Nc2ccc(Cl)cc2)CC(c2ccco2)C1 (configuration not stated)	1	-6	10	0.9	1.1
48	Cc1c(-c2ccccc2)nc(N)c(C#N)c1-c1ccco1	0.7	-7	7	0.8	0.9
49	CCOc1ccc(CCNC(=O)C2CCCN(C(=O)N(C)C)C2)cc1OCC (configuration not stated)	0.9	-4	14	0.9	0.9
50	CSCC[C@H](NC(=O)Nc1ccc(C)cc1C)C(=O)O	1	-12	19	1	1

cpd	L major viab	TNAP act hi DEA	bIAP inh	TNAP inh hiacc	Diaphorase act
41	1	1	-11	-4	0.9
42	-2	1	2	-4	0.9
43	-4	1.1	11	-7	1.1
44	-5	1	0	-4	1.1
45	nt	1.1	2	-11	0.7
46	0	1	13	-3	0.9
47	-3	1	-7	2	0.9
48	-3	1	8	-2	0.9
49	-1	1	14	-1	0.9
50	-2	1.1	2	-5	0.8

# Additional compounds:
cpd	compound	PMI activator	TNAP inh no acc	Diaphorase inh	PMI act hi M6P	bIAP act
51	Oc1ccc(-c2[nH]ncc2-c2cccc3cccnc23)c(O)c1	1	-14	6	1	1.4
52	c1ccc(Cn2nnnc2-c2ccco2)cc1	0.9	-11	8	0.9	1.1
53	COc1cc(OC)c2cc[nH]c2c1	1	-6	6	0.9	1
54	O=S(=O)(c1ccccc1)c1ccccc1/C=N\O	1	-8	5	1	1
55	O=c1[nH]c2ccc(S(=O)(=O)N3CCN(Cc4ccccc4)CC3)cc2[nH]c1=O	0.9	-18	21	0.9	1
56	CCOC(=O)N1CCN(S(=O)(=O)c2ccc([N+](=O)[O-])cc2)CC1	1	-4	4	1	1
57	CCC(=O)NC(=S)Nc1ccc(NC(=O)COc2ccc(Cl)cc2Cl)cc1	0.9	-6	3	0.9	1
58	COCCn1c(SCC(=O)N2CCCCC2)nc2ccccc2c1=O	1.1	-7	-5	1.1	1.1
59	CCC(=O)Nc1nc(CC(=O)Nc2ccccc2OC)cs1	1	-2	3	1	1

cpd	L major viab	TNAP act hi DEA	bIAP inh	TNAP inh hiacc	Diaphorase act
51	20	1.1	-38	-8	0.9
52	-7	1	-12	-1	0.9
53	-7	1	2	-2	0.9
54	8	1.1	-2	-6	0.9
55	-11	1	-1	-1	0.8
56	9	1	-4	-2	1
57	12	1	2	-2	1
58	3	1	-7	0	1.1
59	-2	1	-2	0	1

# Shown as a hit in TNAP inh hiacc, among the entries above:
no.	molecule	PMI activator	TNAP inh no acc	Diaphorase inh	PMI act hi M6P	bIAP act	TNAP act hi DEA	bIAP inh	TNAP inh hiacc
37	CN(C)c1ccc(/C=C(/C(=O)c2ccc(Cl)cc2Cl)n2cncn2)cc1	0.9	48	6	1	0.9	0.5	6	55*

# High-throughput results as filed in PubChem BioAssay.
